D3 ag = agonists of human D3 dopamine receptor | P35462 | D3R DiscoveRx beta-arrestin cells, luminescence, 90 min | max activation, % | 410,000 tested, 0.58% active | AID 652048; in the data active = max activation above about 30%; note: 0% is about no effect; mostly tested at two doses, the higher about 12 µM
Target sequence (P35462 whole entry, looked up): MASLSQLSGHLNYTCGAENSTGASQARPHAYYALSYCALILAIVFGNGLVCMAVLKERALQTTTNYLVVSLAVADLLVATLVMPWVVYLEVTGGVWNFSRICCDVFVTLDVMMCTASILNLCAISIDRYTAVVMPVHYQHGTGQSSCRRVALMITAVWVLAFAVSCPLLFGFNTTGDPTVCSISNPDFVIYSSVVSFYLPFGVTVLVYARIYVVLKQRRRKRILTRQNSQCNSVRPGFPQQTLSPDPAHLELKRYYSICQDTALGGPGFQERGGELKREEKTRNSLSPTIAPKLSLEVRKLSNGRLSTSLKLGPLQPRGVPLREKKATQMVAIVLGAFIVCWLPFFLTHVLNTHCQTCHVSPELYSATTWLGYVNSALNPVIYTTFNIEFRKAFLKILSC
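Agonist-mode cell screen: cells plated at 1500/well and incubated overnight at 37 °C, then exposed to library compounds for 90 min at 37 °C. Detection reagent was added for 30–60 min at room temperature, and luminescence was read.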
The depositor's hits bear a star.

The first 18 records as a preview:
mol	D3 ag
CNC(C)[C@@H]1CC[C@@H](N)[C@@H](O[C@H]2[C@H](O)[C@@H](O[C@H]3OC[C@](C)(O)[C@H](NC)[C@H]3O)[C@H](N)C[C@@H]2N)O1 (stereo not given in full)	3
O=C1CC(c2ccccc2)Cc2[nH]c(=O)c(-c3nc(-c4cccc(Cl)c4)cs3)cc21 (stereo not given)	0
COc1cccc(C(=O)NCc2cn3cccc(C)c3n2)c1	-11
Cc1ccc(NC(=O)c2cnc(SCC(=O)N3CCCc4ccccc43)n(C)c2=O)cc1C	4
CCCCN1C(=O)CN(C2CCCCC2)C(=O)C1c1ccc(OC(C)C)c(OC)c1 (stereo not given)	-15
Cc1c(N)nc(C(CC(N)=O)NCC(N)C(N)=O)nc1C(=O)NC(C(=O)NC(C)C(O)C(C)C(=O)NC(C(=O)NCCc1nc(-c2nc(C(=O)NCCCN[C@@H](C)c3ccccc3)cs2)cs1)C(C)O)C(O[C@@H]1O[C@@H](CO)[C@@H](O)[C@H](O)[C@@H]1O[C@H]1O[C@H](CO)[C@@H](O)[C@H](OC(N)=O)[C@@H]1O)c1cnc[nH]1 (stereo not given in full)	6
CC1Cn2cc(C(=O)Nc3ccccc3C(F)(F)F)c(=O)c3c(Cl)ccc(c32)O1 (stereo not given)	0
COC(=O)CN1C(=O)CSc2ccc(S(=O)(=O)Nc3ccc(C(C)=O)cc3)cc21	-13
COc1ccc(N2CC(NC(=O)c3ccc(S(=O)(=O)N4CCCC4)cc3)CC2=O)cc1 (stereo not given)	-11
CCCCOc1ccc(C2C(=O)N(C3CCCCC3)CC(=O)N2CCCC)cc1 (stereo not given)	-7
O=C(c1ccco1)N1CCN(c2nc3c(F)cc(F)cc3s2)CC1	5
Cc1cccn2c(=O)cc(COc3cccc(NC(=O)COc4ccccc4)c3)nc12	-17
CCOC(=O)N1CCc2c(sc3c2c(=O)n(Cc2ccccc2)c(=O)n3CC(=O)Nc2ccc(C)c(C)c2)C1	2
O=C(Cn1ccn(-c2ccc(F)cc2)c(=O)c1=O)NCCc1ccccc1	-4
CCOc1ccc(NC(=O)c2c(NC(=O)Cc3ccccc3)sc3c2CCCCC3)cc1	19
Cc1ccccc1CSc1cn(CC(=O)N2CCCCCC2)c2ccccc12	-9
COCCNC(=O)c1ccc2c(c1)N(Cc1cccc(Cl)c1)C(=O)c1ccccc1S2(=O)=O	5
COc1ccc(-c2cn3c(n2)sc2cc(C(=O)NCCc4ccccc4)ccc23)cc1	10

The whole of this part (from the top)
mol	D3 ag
CNC(C)[C@@H]1CC[C@@H](N)[C@@H](O[C@H]2[C@H](O)[C@@H](O[C@H]3OC[C@](C)(O)[C@H](NC)[C@H]3O)[C@H](N)C[C@@H]2N)O1 (stereo not given in full)	3
O=C1CC(c2ccccc2)Cc2[nH]c(=O)c(-c3nc(-c4cccc(Cl)c4)cs3)cc21 (stereo not given)	0
COc1cccc(C(=O)NCc2cn3cccc(C)c3n2)c1	-11
Cc1ccc(NC(=O)c2cnc(SCC(=O)N3CCCc4ccccc43)n(C)c2=O)cc1C	4
CCCCN1C(=O)CN(C2CCCCC2)C(=O)C1c1ccc(OC(C)C)c(OC)c1 (stereo not given)	-15
Cc1c(N)nc(C(CC(N)=O)NCC(N)C(N)=O)nc1C(=O)NC(C(=O)NC(C)C(O)C(C)C(=O)NC(C(=O)NCCc1nc(-c2nc(C(=O)NCCCN[C@@H](C)c3ccccc3)cs2)cs1)C(C)O)C(O[C@@H]1O[C@@H](CO)[C@@H](O)[C@H](O)[C@@H]1O[C@H]1O[C@H](CO)[C@@H](O)[C@H](OC(N)=O)[C@@H]1O)c1cnc[nH]1 (stereo not given in full)	6
CC1Cn2cc(C(=O)Nc3ccccc3C(F)(F)F)c(=O)c3c(Cl)ccc(c32)O1 (stereo not given)	0
COC(=O)CN1C(=O)CSc2ccc(S(=O)(=O)Nc3ccc(C(C)=O)cc3)cc21	-13
COc1ccc(N2CC(NC(=O)c3ccc(S(=O)(=O)N4CCCC4)cc3)CC2=O)cc1 (stereo not given)	-11
CCCCOc1ccc(C2C(=O)N(C3CCCCC3)CC(=O)N2CCCC)cc1 (stereo not given)	-7
O=C(c1ccco1)N1CCN(c2nc3c(F)cc(F)cc3s2)CC1	5
Cc1cccn2c(=O)cc(COc3cccc(NC(=O)COc4ccccc4)c3)nc12	-17
CCOC(=O)N1CCc2c(sc3c2c(=O)n(Cc2ccccc2)c(=O)n3CC(=O)Nc2ccc(C)c(C)c2)C1	2
O=C(Cn1ccn(-c2ccc(F)cc2)c(=O)c1=O)NCCc1ccccc1	-4
CCOc1ccc(NC(=O)c2c(NC(=O)Cc3ccccc3)sc3c2CCCCC3)cc1	19
Cc1ccccc1CSc1cn(CC(=O)N2CCCCCC2)c2ccccc12	-9
COCCNC(=O)c1ccc2c(c1)N(Cc1cccc(Cl)c1)C(=O)c1ccccc1S2(=O)=O	5
COc1ccc(-c2cn3c(n2)sc2cc(C(=O)NCCc4ccccc4)ccc23)cc1	10
Cc1c(-c2nsc(NC(=O)c3cccs3)n2)nnn1-c1ccc(F)cc1	-20
COc1ccc(S(=O)(=O)NCCc2sc3nc(-c4ccc(C)cc4)nn3c2C)cc1F	7
CCN(Cc1ccccc1)Cc1c(O)ccc2oc(C)c(C(=O)Nc3ccccc3C)c12	14
CCOc1ccc(CNC(=O)CCCn2c(=O)c3cccn3c3ccccc32)cc1	-3
Cc1ccc(C)c(N2CCN(S(=O)(=O)c3cc(C(=O)Nc4cc(Cl)cc(Cl)c4)ccc3F)CC2)c1	1
Cc1cc(NC(=O)C2CCCN(S(=O)(=O)c3cn(C)cn3)C2)ccc1Br (stereo not given)	11
CCOc1ccc(OCC)c(NC(=O)c2cc(S(=O)(=O)N3CCCC3)cn2C)c1	4
CC(CCCc1ccccc1)NC(=O)c1nn(-c2ccc(Cl)cc2)nc1CO (stereo not given)	-6
Nc1ncc(S(=O)(=O)N2CCN(c3ccccc3)CC2)cn1	-16
CCCC1=Nc2cc(C(=O)NC3CCCC3)ccc2Sc2ccc(C)cc21	-16
Cc1ccc(-c2noc(CNC(=O)c3ccc(C(C)(C)C)cc3)n2)cc1	-13
CCN(c1cccc(C)c1)S(=O)(=O)c1nnc(NC(=O)c2ccccc2Cl)s1	-16
Cc1cccc(NS(=O)(=O)c2ccc3[nH]c4c(c3c2)CCCCCC4)c1	-10
CN(C)c1ccc(CN(Cc2ccco2)C(=O)COc2ccc(F)cc2)cc1	-8
Cc1nnc(NC(=O)CSc2nc3c([nH]c4ccccc43)c(=O)n2-c2ccccc2)s1	-8
CCOc1ccccc1NC(=O)c1nnn(CC(=O)Nc2ccc(OC)c(OC)c2)c1N	-8
CCCCC(=O)Nc1nnc(SCc2cc(=O)n3cc(C)ccc3n2)s1	5
COc1ccc(-c2nnc3n2N(C(C)=O)C(c2ccc(Cl)c(Cl)c2)=C(C(C)=O)S3)cc1	2
Oc1c(C(Nc2ccccn2)c2ccccc2F)ccc2cccnc12 (stereo not given)	19
COc1ccc(C2CC(=O)c3c([nH]c(C(=O)OC4CCC(C)CC4)c3C)C2)cc1OC (stereo not given)	4
Cc1oc2c(c(C)cc3oc(=O)c(CC(=O)NCc4ccccc4)c(C)c32)c1C	7
COC(=O)c1ccc(NC(=O)CC2C(=O)N(c3cccc(OC)c3)C(=O)N2Cc2cccc(OC)c2)cc1 (stereo not given)	2
CCN(CC)S(=O)(=O)c1ccc2c(c1)N(CC(=O)NCc1ccc(F)cc1)C(=O)CO2	-8
CCc1cc2c(cc3c(=O)n(CC(=O)NCc4cc(Br)ccc4OC)ncn32)s1	-1
O=S(=O)(NCC(c1cccs1)S(=O)(=O)c1ccccc1)c1ccccc1 (stereo not given)	-12
CCC(=O)N1CCc2cc(CNC(=O)c3cccc(N(C)C)c3)ccc21	-7
CCc1ccc(NC(=O)c2sc(-n3nc(C)c(Cc4ccc5c(c4)OCO5)c3C)nc2C)cc1	1
Cc1cc(C)c(/C=C/c2onc(C)c2S(=O)(=O)N2CCC(C(=O)Nc3cccc(C)c3C)CC2)c(C)c1	7
Cc1ccc(NC(=O)c2cnc(SCC(=O)N3CCOCC3)n(C)c2=O)cc1	1
CCOC(=O)C1CCCN(S(=O)(=O)c2cc(-c3onc(C)c3C)ccc2OC)C1 (stereo not given)	13
Cc1nc(N2CCOCC2)c2c(C(=O)NCCc3ccccc3)c(C)oc2n1	-14
O=C(NCc1ccc(F)cc1)c1cc2cccc3c2n1CCS3	14
Cc1cc(-c2ccc(C)c(S(=O)(=O)N(C)c3ccc(C)c(C)c3)c2)on1	7
CC(C)c1cnc2c(c1SCC(=O)NC(C)(C)C)c(=O)n(C)c(=O)n2C	1
CCOC(=O)Cc1ccc(NC(=O)N2CC(C)Oc3ccc(Cl)cc32)cc1 (stereo not given)	-30
CCCCSc1nnc2[nH]c(=O)cc(C)n12	4
Cc1cccc(OCC(=O)N(Cc2ccc(C(C)(C)C)cc2)Cc2ccco2)c1	9
Cc1ccc(Nc2nc3nonc3nc2Nc2cccc(C(F)(F)F)c2)cc1Cl	-19

The listing continues.
mol	D3 ag
Cc1nc(-n2nc(C)c(Cc3ccccc3Cl)c2C)sc1C(=O)N1CCC(C)CC1	-8
Cc1ccc(CNC(=O)CN2C(=O)C3(SCC(=O)N3c3cc(C)cc(C)c3)c3ccccc32)cc1 (stereo not given)	7
COc1ccc(CNC(=O)c2nc(SCc3ccccc3F)ncc2Cl)cc1	1
CCc1ccc(Cn2c(CNS(=O)(=O)c3ccc4c(c3)CCCC4)nc3cccnc32)cc1	11
COc1cccc(-n2nnc3c(sc4nc(C)cc(C)c43)c2=O)c1	-16
CCCn1c2ccccc2c2cnn(CC(=O)N3CCCC(C)C3)c(=O)c21 (stereo not given)	-8
CCCn1c(=O)c2sccc2n2c(CCCC(=O)N3CCN(c4ccc(OC)cc4)CC3)nnc12	3
O=C(Nc1cccc(OCc2cc(=O)n3ccccc3n2)c1)c1ccccc1Br	-11
COc1cc(OC)c(NC(=O)c2ccc3nc(C(C)C)oc3c2)cc1Cl	0
CCCCOC(=O)c1ccc(-n2nnc3c(sc4nc(C)cc(C)c43)c2=O)cc1	-12
CC(C)(C)c1cc(C(C)(C)C)c2oc(=O)c(-c3nc4ccc(C(=O)O)cc4[nH]3)cc2c1	3
COCCCNC(=O)c1cc2cc(S(=O)(=O)N3CCCCC3)ccc2n1C	7
Cc1ccc(-n2c(=O)c3c(cnn3C)n(Cc3ccc(Cl)cc3)c2=O)cc1	5
CC(C)(C)C(=O)OCC(=O)[C@H]1CC[C@H]2[C@@H]3CCC4=CC(=O)CC[C@]4(C)[C@H]3CC[C@]12C	-5
COc1ccc(NC(=O)CSc2nc3ccccc3nc2N2CCC(C)CC2)cc1	-8
Cc1cccc(N2CCN(C(=O)c3c(C)oc4nc(C)nc(N5CCCC5)c34)CC2C)c1 (stereo not given)	1
Cc1cccc(CN2C(=O)c3ccccc3Sc3ccc(C(=O)NC4CCCCC4)cc32)c1	-7
CCOc1ccc(NCc2cccn2-c2nnc(N3CCC(C(=O)NC(C)c4ccccc4)CC3)s2)cc1 (stereo not given)	-5
COc1ccccc1C(=O)Nc1nnc(SCc2cc(=O)n3ccc(C)cc3n2)s1	6
Cc1oc2ncnc(N3CCOCC3)c2c1C(=O)NCc1ccc(Cl)cc1	6
CC(=O)c1ccc(NC(=O)CC2Oc3ccc(C)cc3NC2=O)cc1 (stereo not given)	-7
CCc1ccc(-c2nc(CSCC(=O)N3CCN(c4ccc(F)cc4)CC3)c(C)o2)cc1	11
CCOc1ccc(NC(=O)CSc2oc(-c3ccc(F)cc3)nc2S(=O)(=O)c2ccc(C)cc2)cc1	15
O=C(NC1CC(=O)N(c2ccc(Cl)cc2)C1)c1ccc2c(c1)OCO2 (stereo not given)	-29
O=S(=O)(NCCc1csc2nc(-c3ccccc3)nn12)c1ccc(Cl)s1	-1
CC(=O)N1CCCC1c1nc2ccccc2n1Cc1ccccc1C (stereo not given)	-12
CCn1cc(S(=O)(=O)c2cc(C)cc(C)c2)c(=O)c2cc(F)c(N3CCN(c4ccccc4)CC3)cc21	0
Cc1c(C(=O)N2CCC(C)CC2)c(S(=O)(=O)NCc2ccccc2)c(C)n1C	1
O=C(Cn1c(=O)c2ccccc2n(CC(=O)Nc2ccc(Cl)cc2)c1=O)NCCc1ccccc1	-14
Cc1ccc(-n2c(SCC(=O)N3CCCc4ccccc43)nc3c([nH]c4ccccc43)c2=O)cc1	-21
CCOc1ccc(NC(=O)N2CCC(CN3CCCCCC3)CC2)cc1	-10
Cc1ccc(Cl)cc1N1CCN(C(=O)c2c(C)oc3ncnc(N4CCOCC4)c23)CC1	-5
Cc1ccc(C)c(-c2nnc(NC(=O)c3ccc4c(c3)OCCO4)o2)c1	-26
Cc1ccc(NC(=O)c2sc3nc[nH]c(=O)c3c2C)cc1Cl	-15
CCOC(=O)N1CCN(Cc2nc3cc(NC(=O)CC(C)C)ccc3n2C(C)C)CC1	-3
CC(C)Cc1nn2c(=O)cc(COC(=O)c3cccc(NC(=O)c4cccs4)c3)nc2s1	-1
CCN(CC)C(=O)CSc1nc2cc3c(cc2c(=O)n1CCCC(=O)NCc1ccc2c(c1)OCO2)OCO3	9
CCO[C@H](Cc1ccc(OCCc2ccc(OS(C)(=O)=O)cc2)cc1)C(=O)O	-21
COc1ccc2c(c1)-c1nc(NC(=O)c3cc(Cl)ccc3OC)sc1CC2	9
CCCn1c2ccccc2c2cnn(CC(=O)NCCc3ccc(OCC)c(OCC)c3)c(=O)c21	9

Screening results as filed in PubChem BioAssay.

An excerpt. The share of hits here may be higher or lower than overall.
